IEC-6 tox: cytotoxicity in IEC-6 intestinal epithelial cells, primary screen, cytotoxicity control for KLF5 inhibitor project, cell-based, luminescence; IEC-6 cytotoxicity, luminescence viability; inhibition, % at 5 µM; hit rate 0.78% among 290,000; AID 1825, 2009; in the data active = inhibition above about 22%;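 also: 0% = plate median of test compound wells and 100% = cytotoxic reference compound wells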
MrgX1 antag: antagonists of human MrgX1 receptor, primary screen, HEK293 cells, Fluo-4 calcium flux. Mas-related G-protein coupled receptor member X1 (Homo sapiens), Q96LB2. BAM8-22 antagonism; stronger effect = lower value. B-score at 10 µM. hit rate 1.3% among 310,000. AID 588676, 2011;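 active = calcium-response B-score plate-corrected more than 3 library SD below zero, starting fluorescence within 5 deviations, no agonist response on first addition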;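 also: peak minus trough fluorescence over baseline after final BAM8-22 challenge near maximal dose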
Target sequence (Q96LB2 whole entry, looked up): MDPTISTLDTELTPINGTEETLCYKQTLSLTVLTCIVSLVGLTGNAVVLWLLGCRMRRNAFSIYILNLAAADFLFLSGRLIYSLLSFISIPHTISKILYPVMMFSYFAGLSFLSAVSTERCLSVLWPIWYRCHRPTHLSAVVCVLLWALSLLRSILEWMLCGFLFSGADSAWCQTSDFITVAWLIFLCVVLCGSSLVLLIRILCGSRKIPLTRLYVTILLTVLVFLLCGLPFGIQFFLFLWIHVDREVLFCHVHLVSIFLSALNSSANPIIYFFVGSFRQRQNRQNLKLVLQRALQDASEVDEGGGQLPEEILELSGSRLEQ
TRPC4 PAM: positive allosteric modulators of TRPC4, primary screen, cell-based, mouse TRPC4beta, HEK293 mu-opioid, Fluo-4 calcium; Short transient receptor potential channel 4 (Mus musculus), Q9QUQ5; DAMGO EC20, Fluo-4 Ca2+ flux; stronger effect = higher value; B-score at 10 µM; hit rate 0.42% among 310,000;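 active = B-score of calcium response area above 5 SD of library B-scores, with initial fluorescence ratio within 5 SD of library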;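 also: B-score of integrated fluorescence ratio over time as area under calcium response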
TRPC4 agonist: activators of mouse TRPC4 channel, primary screen, Fluo4 calcium, HEK293 TRPC4beta/mu-opioid cells | AID 2237, 2010 | hit rate 0.49% among 310,000 | Short transient receptor potential channel 4 (Mus musculus), Q9QUQ5 | Fluo4 calcium fluorescence; stronger effect = higher value | B-score at 10 µM;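 active = B-score above 5 SD of library B-scores, and initial fluorescence ratio not above library mean plus 5 SD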;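 also: positive B-score marks a calcium rise read as TRPC4 activation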
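System – HEK293 cells stably co-expressing mouse TRPC4beta and mu-opioid receptor · Signal – Fluo4 calcium-sensitive dye fluorescence, kinetic, 1 Hz baseline · Benchmarks – buffer (low) and maximal DAMGO (high) · Read-out – B score of integrated fluorescence ratio per well · Incubation – dye loading 45 min room temperature, 110 s kinetic read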
aSyn 5UTR inh: MLPCN primary screen, SNCA 5' untranslated region. alpha-synuclein 5'UTR reporter, inhibitor activity. inhibition, % (tested at 7.5 µM). hit rate 0.82% among 300,000. AID 1813, 2009; in the data active = inhibition above about 60%;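 also: H4 neuroglioblastoma cells stably carrying SNCA 5'UTR luciferase fusion; 0% = DMSO wells and 100% = positive control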
SKKanGAS inh: S. pyogenes SKKanGAS growth inhibitors in kanamycin, primary screen, streptokinase expression inhibitor project, SKKanGAS strain, BacTiter-Glo luminescence; inhibition, % at 7.5 µM; hit rate 1.3% among 300,000; 6 h;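 active = mean replicate score, as percent of positive control median, at least 50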;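 also: strain carries kanamycin resistance gene driven by streptokinase promoter and grows in 40 µg/ml kanamycin; loss of luminescence reflects streptokinase promoter inhibition or plain growth inhibition; 0% = median of DMSO wells and 100% = positive control at its reference dose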
KLF5 inhibitor: KLF5 expression inhibitors, primary screen, DLD-1 cells, luminescence; AID 1700, 2009; hit rate 0.23% among 290,000; DLD-1 KLF5 promoter-luciferase reporter; inhibition, % at 5 µM;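 active = inhibition above a per-plate limit of that plate's mean compound inhibition plus 3 SD, cut at about 60% in these data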;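 also: 0% = DMSO wells and 100% = LY294002 at 200 µM; higher means less KLF5 promoter-driven luciferase light; inactives centre near -14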
TRPC6 act: mouse TRPC6 channel activators, primary screen, cell-based, HEK293, membrane potential dye; B-score at 10 µM; Short transient receptor potential channel 6 (Mus musculus), Q61143; hit rate 0.13% among 310,000; HEK293-TRPC6 membrane potential dye fluorescence; stronger effect = higher value; AID 2550, 2010;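 active = B-score of the integrated fluorescence ratio above library mean plus 3 SD, and starting fluorescence ratio within library mean plus 5 SD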;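 also: higher score means more depolarization so channel activation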
TRPC4 block: inhibitors of mouse TRPC4 channel, primary screen, Fluo4 calcium, HEK293 TRPC4beta/mu-opioid cells. Short transient receptor potential channel 4 (Mus musculus), Q9QUQ5. DAMGO-evoked Fluo4 calcium flux; stronger effect = lower value. B-score at 10 µM. hit rate 0.39% among 300,000. AID 2247, 2010;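 active = B-score over 3 SD under the library average, no early fluorescence shift, positive overall ratio signal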
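test system = HEK293 cells with stable TRPC4beta plus mu-opioid receptor expression | detection = Fluo4 Ca2+ flux fluorescence | read-out = integrated fluorescence ratio relative to baseline, converted to per-well B score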
TRPC6 inhibitor: mouse TRPC6 channel inhibitors, primary screen, cell-based, HEK293, membrane potential dye. Short transient receptor potential channel 6 (Mus musculus), Q61143. ACh-evoked depolarization; stronger effect = lower value. B-score at 10 µM. hit rate 1.1% among 310,000. AID 2553, 2010;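 active = B-score under library mean minus 3 SD, initial fluorescence not abnormally high, positive integrated signal ratio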;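 also: B-score derived from integrated fluorescence ratio over the kinetic read; more negative B-score means stronger inhibition of depolarization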
HIF activator: HIF pathway transcriptional activators, primary screen, cell-based, U2OS HRE-luciferase, luminescence. U2OS HRE-luciferase reporter; normalized: DMSO 0%, desferrioxamine 100%. activation, % at 7.5 µM (by protocol). hit rate 0.32% among 300,000;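 active = mean activation of at least 10% of the iron chelator positive control signal, with at least half of replicates also reaching 10%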
Numbers without * were called inactive; i = inactive; nt = not tested or not shown.

SMILES | IEC-6 tox | MrgX1 antag | TRPC4 PAM | TRPC4 agonist | aSyn 5UTR inh | SKKanGAS inh | KLF5 inhibitor | TRPC6 act | TRPC4 block | TRPC6 inhibitor | HIF activator
CCc1cc2c(NC(C(=O)O)C(C)C)ncnc2s1 (stereo unspecified) | 7 | i | i | i | 19 | 1 | -22 | i | i | i | 0.6
Nn1c(SCC(=O)Nc2cccc(S(N)(=O)=O)c2)nnc1C1CC1 | -2 | i | i | i | 22 | -17 | 7 | i | i | i | -0.3
CCOc1ccc(OCC)c(NC(=O)CSCCc2ccccn2)c1 | -1 | i | i | i | 19 | -3 | -17 | i | i | i | -0.2
CCOCC(O)CS(=O)(=O)c1ccccn1 (stereo unspecified) | 0 | i | i | i | -7 | 0 | 9 | i | i | i | -0.9
CCOC(=O)c1c(NC(=O)CSc2nnc(C)s2)sc2c1CCC(CC)C2 (stereo unspecified) | 4 | i | i | i | 10 | 33 | -3 | i | i | i | 0.1
CCc1nnc(NC(=O)Cn2c(=O)oc3ccccc32)s1 | -7 | i | i | i | 2 | -1 | -31 | i | i | i | -0.5
CCc1ccc2c(c1)cc(C)c1nnc(SCC(=O)Nc3cc(OC)c(OC)cc3C(=O)O)n12 | -5 | i | i | i | 11 | 11 | -23 | i | i | i | 0.3
Cc1nc2ccccc2c(C)c1CC(=O)N(C)CC(=O)Nc1cccc(F)c1 | nt | i | i | i | 5 | 2 | nt | i | i | i | -0.3
CC12CS(=O)(=O)CC1SC(=S)N2c1ccccn1 (stereo unspecified) | 0 | i | i | i | -9 | 0 | -3 | i | i | i | 0.0
Cc1ccc(-c2csc(NC(=O)Cc3cccs3)n2)cc1C | 0 | i | i | i | -200 | 3 | -65 | i | i | i | 1.3
O=C1C2C(c3ccccc3)CC=CC2[C@H](c2ccc3ccccc3c2)N1Cc1ccccc1 (stereo partly specified) | nt | i | i | i | 11 | 24 | nt | i | i | i | -0.7
CCN1C(=O)C(CC(=O)NCCc2ccccc2)N(NC(=O)c2cccnc2)C1=S (stereo unspecified) | -3 | i | i | i | -7 | 9 | -33 | i | i | i | 0.9
CCCNc1c(NS(=O)(=O)c2ccc(Cl)s2)c(=O)oc2ccccc12 | 0 | i | i | i | -12 | -1 | -16 | i | i | i | 0.4
COc1ccccc1N/N=C/c1ccc2c(c1)OCO2 | 8 | i | i | i | -49 | 11 | 15 | i | i | i | -1.0
CNC(=S)N1CCN(S(=O)(=O)c2ccc3ccccc3c2)CC1 | -5 | i | i | i | -9 | -6 | -28 | i | i | i | -2.7
CC(=O)N=c1sc2c3ccccc3ccc2n1C | 8 | i | i | i | -49 | -3 | 4 | i | i | i | 0.5
Cc1cccc(NC(=O)c2ccc([N+](=O)[O-])o2)n1 | 12 | i | i | i | -17 | 18 | -28 | i | i | i | 1.9
COc1ccccc1CN1CCNC(=O)C1CC(=O)N(C)Cc1nc(C)cs1 (stereo unspecified) | -3 | i | i | i | 4 | -5 | -6 | i | i | i | 0.1
C=CCn1c(SCC(=O)N(CC)C2CCS(=O)(=O)C2)nc2ccccc2c1=O (stereo unspecified) | -4 | i | i | i | 12 | -3 | -14 | i | i | i | -0.2
COc1ccc(NC(=O)CSC2=NC(=O)CC(C)=N2)cc1 | 4 | i | i | i | 4 | 6 | -1 | i | i | i | -0.1
NC(=O)c1cc(S(=O)(=O)NCCCc2ccco2)cs1 | 9 | i | i | i | -2 | 0 | -18 | i | i | i | -0.2
Cc1cc(C)cc(NC(=O)c2sc3nc(C)cc(C)c3c2N)c1 | 10 | i | i | i | -136 | 5 | -76 | i | i | i | 2.8
COc1ccc(OC)c(C(=O)C2COC(=O)C2)c1 (stereo unspecified) | -5 | i | i | i | -35 | -2 | -15 | i | i | i | -0.4
CCc1ccccc1Nc1nc(N)nc(COC(=O)c2cccn2C)n1 | 3 | i | i | i | -34 | -1 | -30 | i | i | i | 1.3
CCN1CCN(/C=N/c2nc(C)cs2)CC1 | 0 | i | i | i | -83 | -2 | -9 | i | i | i | nt
O=C(NCc1ccc2c(c1)OCO2)C(=O)NCC1OCCCN1S(=O)(=O)c1cc(F)ccc1F (stereo unspecified) | -4 | i | i | i | -4 | 1 | -13 | i | i | i | -0.2
O=C(CSc1ccc2ccccc2c1)NCCc1ccc(O)c(O)c1 | 2 | i | i | i | 32 | 2 | -13 | i | i | i | 0.3
Cc1nc2scc(C)n2c(=O)c1S(=O)(=O)NCc1ccccc1 | -2 | i | i | i | -29 | 2 | -11 | i | i | i | 0.0
Cc1ccc(C)c(NC(=S)NCCN2CCOCC2)c1 | -4 | i | i | i | 2 | -2 | 11 | i | i | i | -2.4
CN1CC2(Cc3c1ccc1ccccc31)C(=O)OC(C)(C)OC2=O | -6 | i | i | i | 26 | 3 | -21 | i | i | i | 0.5

Single records (already shown).
Cc1cc(C)cc(NC(=O)c2sc3nc(C)cc(C)c3c2N)c1 in the list: IEC-6 tox: 10; MrgX1 antag: i; TRPC4 PAM: i; TRPC4 agonist: i; aSyn 5UTR inh: -136; SKKanGAS inh: 5; KLF5 inhibitor: -76; TRPC6 act: i; TRPC4 block: i; TRPC6 inhibitor: i; HIF activator: 2.8
Cc1cccc(NC(=O)c2ccc([N+](=O)[O-])o2)n1 in the list: IEC-6 tox: 12; MrgX1 antag: i; TRPC4 PAM: i; TRPC4 agonist: i; aSyn 5UTR inh: -17; SKKanGAS inh: 18; KLF5 inhibitor: -28; TRPC6 act: i; TRPC4 block: i; TRPC6 inhibitor: i; HIF activator: 1.9

(list continues)
SMILES | IEC-6 tox | MrgX1 antag | TRPC4 PAM | TRPC4 agonist | aSyn 5UTR inh | SKKanGAS inh | KLF5 inhibitor | TRPC6 act | TRPC4 block | TRPC6 inhibitor | HIF activator
COCCN1C(=O)c2ccccc2C(C(=O)Nc2ccc3c(c2)OCCO3)C1c1ccc(F)cc1 (stereo unspecified) | 6 | i | i | i | 8 | -10 | 5 | i | i | i | 0.5
COc1ccc([N+](=O)[O-])cc1NC(C)C | 1 | i | i | i | 7 | -8 | -21 | i | i | i | -0.3
c1ccc(C(c2ccccc2)c2ccn[nH]2)cc1 | -1 | i | i | i | -41 | 10 | -15 | i | i | i | 1.3
CN1CCN(NS(=O)(=O)c2ccc(Cl)s2)CC1 | 1 | i | i | i | 14 | -4 | -5 | i | i | i | -0.2
O=C(Nc1ccccc1)c1ccc(NCc2ccco2)c(S(=O)(=O)N2CCOCC2)c1 | 5 | i | i | i | 30 | 1 | -58 | i | i | i | -0.7
c1cn(CCCNC2CCCCCCC2)cn1 | nt | i | i | i | -16 | 2 | nt | i | i | i | -1.4
O=C(O)CCC(NC(=O)OCc1ccccc1)C(=O)O (stereo unspecified) | -4 | i | i | i | -3 | 1 | 10 | i | i | i | 0.1
COc1cccc(N/C(SCc2cccc([N+](=O)[O-])c2)=C(/C#N)C(N)=O)c1 | -5 | i | i | i | 1 | 3 | 11 | i | i | i | 1.3
CCc1ccc(OCC(=O)O/N=C(\N)c2cccnc2)cc1 | -3 | i | i | i | -83 | -2 | -33 | i | i | i | 1.8
CCOC(=O)c1cc(C#N)c(NCc2ccccc2)nc1C | 6 | i | i | i | 28 | -8 | -7 | i | i | i | 0.3

Ordered by the number under KLF5 inhibitor (rising): three from the list above
SMILES | KLF5 inhibitor
CN1CCN(NS(=O)(=O)c2ccc(Cl)s2)CC1 | -5
COCCN1C(=O)c2ccccc2C(C(=O)Nc2ccc3c(c2)OCCO3)C1c1ccc(F)cc1 (stereo unspecified) | 5
O=C(O)CCC(NC(=O)OCc1ccccc1)C(=O)O (stereo unspecified) | 10

Next records follow.
SMILES | IEC-6 tox | MrgX1 antag | TRPC4 PAM | TRPC4 agonist | aSyn 5UTR inh | SKKanGAS inh | KLF5 inhibitor | TRPC6 act | TRPC4 block | TRPC6 inhibitor | HIF activator
CC(C)=CCN1CCN(CCCn2cccn2)CC1CCO (stereo unspecified) | -10 | i | i | i | -2 | -12 | -38 | i | i | i | -0.2
Cc1ccc(C(=O)N2CCN(CCNC(=O)C(=O)Nc3ccc(Cl)cc3)CC2)cc1 | -3 | nt | i | i | 30 | -7 | -10 | i | i | i | 0.3
CC(C)(C)Cc1nnc(NC(=O)c2cc(-c3ccccc3)nc3ccccc23)s1 | -1 | i | i | i | -1 | 34 | -11 | i | i | i | -1.2
COc1ccc(/C(C)=N/NC(=O)c2nc(C)cc(C)n2)cc1 | 5 | i | i | i | -114 | -4 | -88 | i | i | i | 3.2
CC1CSc2nc3sc4c(c3c(=O)n21)CCCC4 (stereo unspecified) | -8 | i | i | i | -37 | -2 | -55 | i | i | i | 0.9
Cc1ccc(CC(=O)Nc2nncs2)cc1 | 7 | i | i | i | 6 | -3 | -54 | i | i | i | -0.4
COc1nc(-c2ccccc2)ncc1S(=O)(=O)c1ccccc1 | -5 | i | i | i | 13 | -9 | 0 | i | i | i | -0.9
CCN(CCCNC(=O)CSc1cc(=O)n(C)c2cc(Cl)ccc12)Cc1ccccc1 | -3 | i | i | i | -1 | -2 | 11 | i | i | i | 0.1
O=[N+]([O-])c1cccc(/C=N/n2cnnc2)c1O | 0 | i | i | i | -2 | 2 | -26 | i | i | i | 0.0
S=c1[nH]nc(-c2ccccn2)n1/N=C/c1ccc(-c2ccccc2Cl)o1 | -1 | i | i | i | 20 | -5 | -23 | i | i | i | -0.2
CC(=O)c1ccc(N2CCN(C(=O)C3CCCN3S(=O)(=O)c3cccc4nsnc34)CC2)cc1 (stereo unspecified) | 3 | i | i | i | -3 | 3 | 5 | i | i | i | 0.2
O=c1ccccn1CCOc1ccccc1Cl | 6 | i | i | i | -47 | 6 | -14 | i | i | i | 0.3
COc1ccc(NC(=O)CN(C)S(=O)(=O)c2cnc[nH]2)cc1 | 9 | i | i | i | -11 | -1 | -25 | i | i | i | 0.7
COc1cccc(OCC(O)CN2CCN(C)CC2)c1 (stereo unspecified) | 1 | i | i | i | -2 | -1 | -20 | i | i | i | 1.2
Cc1cccc(NC(=O)Cn2nc(C(F)(F)F)cc2C2CC2)c1 | -2 | i | i | i | -4 | 7 | -2 | i | i | i | -0.8

High-throughput results (PubChem)
